Compound activity from PubChem.
KDM5B inhibitor: KDM5B demethylase inhibition; Q9UGL1; KDM5B demethylase, FDH-coupled NADH fluorescence (FDH is formaldehyde dehydrogenase); Potency, µM (series often up to 57.7 µM), without a hit: at the highest dose activity change, negative = inhibition, hits mostly inhibitors; 2.6% of 220,000 active; AID 1347165; active = well fitted inhibition curve with a large enough effect; inconclusive = small, poorly fitted or top-dose-only effect; inactive = no such curve, though single readings can be large or run the other way; also: 0% is about no effect; nearly all actives have a fitted effect of over 70% in size
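qHTS format, multiple compound concentrations. Buffer 50 mM HEPES pH 7.5/0.01% Tween-20; 200 nM KDM5BΔAP final; 10 min compound preincubation; substrate-mix levels 12.5 µM peptide, 25 µM α-KG, 0.25 mM NAD⁺; 30 min RT; ΔRFU.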
Active calls of the source: *; ? = inconclusive; [ ] = remark or other dose. Potency is read from the fitted curve at half-maximal effect. A portion of the library. The share of hits here may be higher or lower than overall.

SMILES | KDM5B inhibitor
CSc1ccc(-c2ccccc2C=O)cc1 | -8%[230 µM]
O=c1[nH]c(C2CCCN(Cc3cccc4ccccc34)C2)nn1-c1ccccc1 (stereo not drawn) | ?
CCc1cnc2c(c1SCC(=O)c1ccc(Cl)cc1)c(=O)n(C)c(=O)n2C | -13%
O=C(C1CC1)N1CCCC(c2nn(-c3ccc(F)cc3)c(=O)[nH]2)C1 (stereo not drawn) | 1%[86.2 µM]
CCCc1noc(-c2ccn3c(CNC(=O)c4ccccn4)nnc3c2)n1 | ?
COc1cccc(CNc2ncncc2-c2nc(-c3ccccc3)no2)c1 | 11%
COc1ccc(C(=O)OCC(=O)Nc2cc(OC)ccc2OC)c(C)c1 | 20%
Cc1cccc2c(=O)c(-c3ccc4c(c3)OCO4)c(NC(=O)CC(C)C)oc12 | 5%
Cc1n[nH]c(C)c1CNc1cc(C2CC(O)C2)ncn1 (stereo not drawn) | ?
COc1cccc(N2CCN(C(=O)C3CC(=O)N(c4n[nH]c5cccc(F)c45)C3)CC2)c1 (stereo not drawn) | ?
CCc1ccc2oc(C(=O)Nc3ccccc3C)cc(=O)c2c1 | 8%
O=C(CSc1ccc2ccccc2c1)Nc1ccc2c(c1)OCCO2 | -4%
CC(=O)Nc1nonc1-c1nnc(SCC(=O)Nc2cccc(C)c2C)n1-c1ccccc1 | -4%
Cn1cccc1/C=N/NC(=O)Cc1cccs1 | 60%[activator]
COc1ccc(C2Cn3nnc(-c4noc(-c5ccc(C)c(F)c5)n4)c3CO2)cc1 (stereo not drawn) | -3%
CS(=O)Cc1cccc(C(=O)O)c1 (stereo not drawn) | 1%
CC(=O)Oc1ccc(CC(=O)Nc2ccc(O)c(-c3nc4ccccc4o3)c2)cc1 | -5%
CNC(=O)[C@@H]1CN(C(=O)c2c[nH]c3ccccc23)C[C@H]1COC | 12%
O=C(Cn1ccn2nc(-c3ccc(F)cc3)c(CO)c2c1=O)NCCc1ccccc1 | ?
Cc1ccn2c(Nc3ccc4c(c3)OCCO4)c(-c3ccc(Cl)s3)nc2c1 | ?
Cc1onc(-c2c(Cl)cccc2Cl)c1NC(=O)NN(C)c1ccc([N+](=O)[O-])cn1 | 4%
O=Cc1c(-c2ccc(F)cc2)[nH]c2ccccc12 | 7%
COc1ccc(-c2cc(=O)n3[nH]c(C)nc3n2)cc1OC | ?
Cc1ccc2c(c1)C(O)(CC(=O)c1ccccn1)C(=O)N2 (stereo not drawn) | 3%
COCCCNc1oc(-c2ccc(F)cc2)nc1C#N | ?
CC(C)Cn1c(Cn2cccn2)nc2cc(NC(=O)COc3ccc(Cl)cc3)ccc21 | -7%
CCc1cc(C(=O)Nc2sc(C)c(CC)c2C#N)no1 | 2%
CS(=O)(=O)N1C[C@H]2CCN(C(=O)Cc3c[nH]c4ccccc34)C[C@H]21 | -2%
COCCn1ncc(N2CCC(C(=O)NCC(C)C)C2)cc1=O (stereo not drawn) | 7%
CC1=Nc2ccccc2N=C(NC(=O)c2ccccc2)C1c1ccccc1 (stereo not drawn) | -7%
Cc1ccc(NC(=O)CC2CCOCC2)cc1C | 4%
Cc1nn(-c2ccc(C(C)(C)C)cc2)c(C)c1[C@@H]1C=C[C@@H](NC(=O)CC2(CC(=O)O)CCCC2)C1 | -11%
CCc1cccc(CC)c1NC(=O)CC(C)(C(=O)O)c1ccccc1 (stereo not drawn) | 12%
O=C(C1CC=CC1)N1CCN(C(=O)N2CC3CC(C2)[C@H]2CCCC(=O)N2C3)CC1 (stereo partly drawn) | 21%
CCOc1ccc(NC(=O)N(C)CCc2c(C)nn(C)c2C)cc1 | -15%
CCOc1ccc(OCC(=O)NCCc2c[nH]c3ccccc23)cc1 | -19%
COc1ccc([C@H]2C[C@@H](O)[C@@H](O)[C@@H]2NC(=O)C(C)C)cc1 | -6%[86.2 µM]
COc1ccc(C(C)NC(=O)COc2ccc(NC(=O)C3CC3)cn2)cc1 (stereo not drawn) | 1%
CC(C)(C)C(=O)Nc1cc2nn(-c3ccccc3)nc2cc1Cl | -71%
Cc1c2cnn(-c3ccccc3)c(=O)c2c(C)n1C(C)C(=O)Nc1ccc(Br)cc1F (stereo not drawn) | -5%

Given as tab-separated lines: 16 of the compounds above
canonical_smiles	KDM5B inhibitor
CNC(=O)[C@@H]1CN(C(=O)c2c[nH]c3ccccc23)C[C@H]1COC	12%
O=C(Cn1ccn2nc(-c3ccc(F)cc3)c(CO)c2c1=O)NCCc1ccccc1	?
Cc1ccn2c(Nc3ccc4c(c3)OCCO4)c(-c3ccc(Cl)s3)nc2c1	?
Cc1onc(-c2c(Cl)cccc2Cl)c1NC(=O)NN(C)c1ccc([N+](=O)[O-])cn1	4%
O=Cc1c(-c2ccc(F)cc2)[nH]c2ccccc12	7%
COc1ccc(-c2cc(=O)n3[nH]c(C)nc3n2)cc1OC	?
Cc1ccc2c(c1)C(O)(CC(=O)c1ccccn1)C(=O)N2 (stereo not drawn)	3%
COCCCNc1oc(-c2ccc(F)cc2)nc1C#N	?
CC(C)Cn1c(Cn2cccn2)nc2cc(NC(=O)COc3ccc(Cl)cc3)ccc21	-7%
CCc1cc(C(=O)Nc2sc(C)c(CC)c2C#N)no1	2%
CS(=O)(=O)N1C[C@H]2CCN(C(=O)Cc3c[nH]c4ccccc34)C[C@H]21	-2%
COCCn1ncc(N2CCC(C(=O)NCC(C)C)C2)cc1=O (stereo not drawn)	7%
CC1=Nc2ccccc2N=C(NC(=O)c2ccccc2)C1c1ccccc1 (stereo not drawn)	-7%
Cc1ccc(NC(=O)CC2CCOCC2)cc1C	4%
Cc1nn(-c2ccc(C(C)(C)C)cc2)c(C)c1[C@@H]1C=C[C@@H](NC(=O)CC2(CC(=O)O)CCCC2)C1	-11%
CCc1cccc(CC)c1NC(=O)CC(C)(C(=O)O)c1ccccc1 (stereo not drawn)	12%

Later entries
SMILES | KDM5B inhibitor
Cc1ccc(C(=O)N2CCNC(=O)C2CC(=O)Nc2ccccc2)cc1 (stereo not drawn) | 25%
COc1ccc(C(=O)Nc2ccc(O)c(-c3nc4ccccc4o3)c2)c(OC)c1 | 17%
COc1ccccc1CNC(=O)c1ccccc1 | 22%
Cc1ccc(C(=O)NNC(=O)c2c3c(nc4ccccc24)CCCC3)cc1 | -6%
O=C(NCCc1cccnc1)c1cccc(Cl)c1 | 30%
CCOc1ccccc1Oc1cn[nH]c1-c1ccc(O)cc1O | -47%
CCCCCOC(=O)CSc1nc2sc3c(c2c(=O)n1Cc1ccccc1)CC(C)(C)OC3 | -11%
O=C(c1cn(-c2ccccc2)nn1)N1CCCCCC1c1ccco1 (stereo not drawn) | ?
CN(C)c1ncc2c(n1)C(C)(C(=O)Nc1ccccc1)CCC2 (stereo not drawn) | 35µM*
O=[N+]([O-])c1cccc(-c2noc(-c3ccco3)n2)c1 | 17%
CCCc1cc(=O)oc2cc(C)cc(OCC(=O)NCc3cccnc3)c12 | ?
COc1cccc(CC(=O)Nc2ccc3c(c2)CN(Cc2cccc(OC)c2)C(=O)C(C)O3)c1 (stereo not drawn) | 10%
Cc1ccc(-n2ccnc2SCC(=O)c2c(N)n(C3CC3)c(=O)[nH]c2=O)cc1C | 1%
Cc1ccc(NC(=O)N[C@H]2C[C@@H](c3nc(-c4ccc5c(c4)OCO5)no3)N(C)C2)cc1 | ?
CCCC(=O)N1CC2(CCCN2C2COC2)Cc2ccccc21 (stereo not drawn) | ?
Cn1cc2c3c(cccc31)CN(C(=O)c1ccccc1Br)CC2 | -35%
CC(=O)Nc1ccc2nc3c(=O)n(C)c(=O)n(C)c3nc2c1 | ?
CC(C)CNC(=O)c1cccc(NC(=O)C2CCCCC2)c1 | 27%
O=C(NCc1ccco1)c1ccc(-c2ccc(N3CCCCCC3)nc2)cc1 | ?
Cc1c(C=O)c(C)n(C)c1C | 10%
O=C(c1ccoc1)N1CCC(c2n[nH]c(=O)n2Cc2ccc(F)cc2)CC1 | -12%
CC(C)C(=O)c1cc2c(cc1NC(=O)c1cccs1)OCCO2 | -3%
CC(Oc1ccccc1C(N)=O)C(=O)Nc1ccccc1C(F)(F)F (stereo not drawn) | 26%
CCOc1ccc(C2Cn3nnc(-c4nc(-c5ccccc5OC)no4)c3CO2)cc1 (stereo not drawn) | ?
COc1ccc(N2CCN(c3oc(/C=C/c4ccc(F)cc4)nc3C#N)CC2)cc1 | -9%
CCN(c1cccc(C)c1)S(=O)(=O)c1ccc(-n2cccn2)cc1 | -6%
COc1ccc(CN2CCC(N3CCCCCC3=O)CC2)cc1 | -6%[86.2 µM]
CC(Nc1ccc(-c2nc(-c3cccnc3)no2)cc1[N+](=O)[O-])c1ccccc1 (stereo not drawn) | -17%
COc1ccc(-c2nc3cc(NC(=O)CCc4ccccc4)ccc3o2)cc1 | -72%
O=C(NC1CCCCC1)C(c1ccco1)N(C(=O)c1csnn1)c1ccccc1 (stereo not drawn) | 8%
COc1ccc(-c2cc(N3CCC(NC(=O)Cc4ccccc4)CC3)n[nH]2)cc1 | -20%
O=C(Cn1nc(-c2ccc(Cl)cc2)c2ccccc2c1=O)N1CCCCC1 | 8%
O=C(Cc1ccccc1Cl)NCc1nnc2cc(-c3nc(C4CC4)no3)ccn12 | 16µM*
O=C(Nc1ccc2c(c1)OCCO2)N1CCCC(Cc2noc(-c3ccncc3)n2)C1 (stereo not drawn) | 9%
Cc1cccc2c(=O)c(-c3ccc4c(c3)OCO4)c(NC(=O)c3ccccc3F)oc12 | 2%
Cc1ccccc1[C@@H]1CN(C(=O)CN(C)C2CCN(C)CC2)C[C@H]1C(=O)O | ?
O=C(NCc1cc(F)cc(F)c1)C1CCN(C(=O)N2CC3CC(C2)[C@H]2CCCC(=O)N2C3)CC1 (stereo partly drawn) | 25%
CSc1ccc(CCNS(=O)(=O)c2cc(-c3cc(C)no3)ccc2C)cc1 | -21%
COc1ccc(S(=O)(=O)Nc2nc3ccccc3nc2Nc2ccc(C)c(C)c2)cc1 | -8%
CN(C)C[C@@H]1CN(S(C)(=O)=O)C[C@H]1NC(=O)CC1CCN(C)CC1 | 5%
CC(=O)Nc1ccc(S(=O)(=O)NC2(C(F)(F)F)NC(=O)N(c3ccc(C)cc3)C2=O)cc1 (stereo not drawn) | 2%
CCOC(=O)C(NC(=O)/C=C/c1cc(Cl)c(OCC)c(OC)c1)C(=O)OCC | ?
COc1ccc(-c2noc([C@@H]3CCCN3C(=O)C3CCN(C(=O)c4ccccc4)CC3)n2)cc1 | -13%
CN1C(=O)c2cccn2CC1C(=O)NCCCN1CCc2ccccc2C1 (stereo not drawn) | -3%
Cc1nn(CCC(=O)NCc2ccc(N(C)C)cc2)c(=O)c2nn(-c3ccccc3)c(C)c12 | -11%
COC(=O)C1CN(Cc2ccc(C)cc2)CCS(=O)(=O)N1Cc1cn(Cc2ccc(F)cc2)nn1 (stereo not drawn) | 6%
O=c1oc2ccccc2c(NC2CCCC2)c1NS(=O)(=O)c1ccc(F)cc1F | -13%
Cc1ccccc1OCC(=O)NC12CC3CC(CC(C3)C1)C2 | 6%
Cc1ccc(S(=O)(=O)[N-]c2nc3ccccc3nc2-n2cc[n+](Cc3ccccc3)c2)cc1 | ?
COCCNc1ncc(-c2cccc(O)c2)c2c1OCC2 | ?
O=C(O)c1cccc(S(=O)(=O)Nc2ccccc2N2CCOCC2)c1 | 5%
O=C(c1ccc2ccccc2n1)N1CCCC(Cc2noc(C3CC3)n2)C1 (stereo not drawn) | -19%
O=C(c1ccc(F)c(F)c1)N1CCN(c2cc(-c3cccs3)[nH]n2)CC1 | ?
COc1cccc(C2Cn3nnc(-c4nc(-c5ccc(C(F)(F)F)cc5)no4)c3CO2)c1 (stereo not drawn) | -5%
CS(=O)(=O)CCc1nc(-c2ccco2)nn1-c1cccc(F)c1 | -10%
CN(C(=O)c1cc2c(Cl)nc3ccccc3c2s1)c1cccc(C(F)(F)F)c1 | -13%
O=C(NCc1cccnc1)C1c2ccccc2C(=O)N(Cc2ccccc2)C12CCCCC2 (stereo not drawn) | 12%
Cc1ccc(NC(=O)CCCn2c(=O)c3cccn3c3ccccc32)cc1Cl | ?
O=C(Nc1ccccc1)O[C@@H]1CO[C@H]2[C@@H]1OC[C@@H]2n1nnnc1SC1CCCC1 | 30%[86.2 µM]
Cc1oc(-c2ccc(Cl)cc2)nc1Cn1nc(C)c2c(C)onc2c1=O | ?
Continuation:
SMILES | KDM5B inhibitor
CCn1c(O)c(N=Nc2ccc3ccccc3n2)c2ccccc21 | 15%
COc1cccc(C(=O)N2CCOC[C@H](Oc3ccc(C(F)(F)F)cn3)C2)c1 | -4%[86.2 µM]
O=C(NCC1CC1)c1cc2cn(C3CC3)cc2s1 | ?
c1cncc(CN2CCc3c(sc4ncnc(N5CCCC5)c34)C2)c1 | ?
O=C(O)CCCC(=O)N1CCNC(=O)C1 | 19%
COc1ccc(CNc2ccccc2)cc1 | -28%
CCCN(c1ccccc1F)S(=O)(=O)c1ccc2c(c1)C(C)(C)C(=O)N2C | -16%
COc1ccccc1C(=O)N1CCC2(C1)C(=NC1CCCCC1)NC(=O)N2c1cccnc1 (stereo not drawn) | 22%[115 µM]
COc1cccc([C@@H]2CN(C(=O)c3cnn(C)c3)C[C@H]2C(=O)O)c1 | 6%
Cc1cc(Cl)ccc1OCC(=O)Nc1c(Cl)ccc2nsnc12 | -19%
CCc1ccc(NS(=O)(=O)c2ccc3[nH]cc(C(=O)N(C)Cc4ccco4)c(=O)c3c2)cc1 | ?
CCCNc1c(NC(=O)Nc2ccccc2F)c(=O)oc2ccccc12 | 21%
COCc1ccc2c(c1)c(OC(C)(C)C(=O)NCCCn1ccnc1)nn2Cc1ccccc1 | -28%
CCc1cccc(C)c1NC(=O)Cn1nnc(-c2nc(-c3ccccc3F)no2)c1N | 3%
C/C(=N\NC(=O)C1CC1)C(C)C | 72%[activator]
COC(=O)[C@H]1CN(C(=O)N2CCOCC2)CCN1C(=O)c1cccnc1 | 25%[86.2 µM]
